Bioassay records deposited in PubChem BioAssay by University of Kansas High Throughput Screening Laboratory.
Pf apPOL block – Pf-apPOL DNA polymerase inhibition; 210,000 compounds, 0.25% hits; inhibition, % at 10 µM; AID 1794808; Recombinant Pf-apPOL, molecular beacon fluorescence, 1.5 h
mHTT CaM bind – disrupts binding of mutant huntingtin to calmodulin; P42858; AlphaScreen His-mHTT/GST-CaM binding, luminescence; inhibition, % at 15 µM; 190,000 compounds, 3.6% hits; AID 1671202;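 further: 0% = both proteins with DMSO and 100% = one protein alone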
The depositor's hits bear a star; . = not tested or not shown; & = joins results of further samples. No stated cut-off is given here; in the data, active means inhibition above about 50%; inactive means the rest. A portion of the library (hit frequency here may not be typical).

Preview, six compounds:
SMILES | Pf apPOL block | mHTT CaM bind
CC(=O)C1=C(O)C(=O)N(CCCO)C1c1ccc(Br)cc1 (stereo not given) | -8 | 9
Cc1nc(OCC(=O)Nc2ccc(F)cc2)c2ccccc2n1 | -1 | -1
Cc1cc(O)c(C(C)C)cc1NS(=O)(=O)c1cccc([N+](=O)[O-])c1 | -9 | 11
Cc1ccc(NC(=O)N2CCc3c(c(COCc4ccccc4C)nn3C)C2)cc1 | -1 | 28
COc1cc(CN2CCN(Cc3ccc4c(c3)OCO4)CC2)cc(Br)c1O | -4 | -37
COCCNC(=O)c1c[nH]c2ccc(S(=O)(=O)N(C)c3ccc(Cl)cc3)cc2c1=O | -10 | 50*

Results, repeating the preview:
SMILES | Pf apPOL block | mHTT CaM bind
CC(=O)C1=C(O)C(=O)N(CCCO)C1c1ccc(Br)cc1 (stereo not given) | -8 | 9
Cc1nc(OCC(=O)Nc2ccc(F)cc2)c2ccccc2n1 | -1 | -1
Cc1cc(O)c(C(C)C)cc1NS(=O)(=O)c1cccc([N+](=O)[O-])c1 | -9 | 11
Cc1ccc(NC(=O)N2CCc3c(c(COCc4ccccc4C)nn3C)C2)cc1 | -1 | 28
COc1cc(CN2CCN(Cc3ccc4c(c3)OCO4)CC2)cc(Br)c1O | -4 | -37
COCCNC(=O)c1c[nH]c2ccc(S(=O)(=O)N(C)c3ccc(Cl)cc3)cc2c1=O | -10 | 50*
N#Cc1cccc(C(=O)NC2CC(O)C(CO)C2)c1 (stereo not given) | -3 | -1
COc1ccccc1OCCNC(=O)Nc1cccc(Cl)c1 | 6 | -4
O=C1c2ccccc2-c2nc3ccc(Cl)cc3nc21 | -3 | 4
Clc1ccc(C=NCc2cccnc2)c(Cl)c1 | -5 | .
CC1CCN(S(=O)(=O)N2CCCC(C(=O)NC3CCCCC3)C2)CC1 (stereo not given) | -15 | -9
COc1ccc(CNc2cccc(F)c2)cc1Br | -9 | -65
CCOCC(=O)N1CCCC(c2ccnc(-c3cccc(C)c3)n2)C1 (stereo not given) | 0 | 8
O=C(CNC1Cc2ccccc2C1)Nc1ccccc1N1CCOCC1 | -5 | .
Cc1ccc(C2C3=C(CCCC3=O)OC3=C2C(=O)CCC3)o1 | -1 | -1
O=C(Nc1ccc2oc(-c3ccc(F)cc3)nc2c1)c1ccc([N+](=O)[O-])cc1Cl | 0 | 0
COc1ccc(-c2noc(CSc3nnc(C(F)(F)F)n3C)n2)cc1 | 2 | .
O=C1OC(Nc2ccc([N+](=O)[O-])cc2O)c2ccccc21 (stereo not given) | -2 | 3
O=C(NCCc1csc(C2CCN(C(=O)c3ccsc3)CC2)n1)C1CC1 | 1 | 5
CC1(C(=O)NCc2ccccc2)CCCN(C(=O)c2ccc(Br)o2)C1 (stereo not given) | -1 | -10
CC(C)=CCOc1ccc2cc(-c3ccccc3)c(=O)oc2c1 | -5 | -45
CCCN1CCN(CCCNC(=O)CN2N=C(c3ccc(Cl)cc3)CCC2=O)CC1 | -9 | 3
Cc1c(CN2CCC(c3nncn3C(C)C)CC2)cnn1C | 5 | -2
O=C(NCc1ccco1)c1cnn2c3c(cnc12)CCCC3 | 0 | 3
O=C(NCc1ccccn1)C1CCCN(c2ncccc2-c2noc(C3CCC3)n2)C1 (stereo not given) | -5 | 4
Later entries:
SMILES | Pf apPOL block | mHTT CaM bind
COc1ccc(OC)c(CN2CCC(N3CCCCCC3)CC2)c1 | -4 | -2
C=CCN1C(=O)CC(Nc2ccc(CC)cc2)C1=O (stereo not given) | -3 | -3
CN1CCN(NC(=O)CN2CCN(c3cccc(Cl)c3)C2=O)CC1 | -5 | -8
COc1ccc(C=NC2=NN(c3cccc(C(F)(F)F)c3)CC2)cc1 | -1 | 25
O=C(NC1CCCc2ccccc21)C1CCN(S(=O)(=O)N2CCOCC2)CC1 (stereo not given) | -12 | 0
CCOc1ccc(NS(=O)(=O)c2ccc(NC(=O)c3ccc(OC)cc3)cc2)cc1 | -9 | -1
CN1CCCc2cc(C(CNC(=O)Cc3cccs3)N3CCOCC3)ccc21 (stereo not given) | -17 | 29
N#Cc1c(-c2ccc([N+](=O)[O-])cc2)[nH]c(=S)[nH]c1=O | 0 | 5
Cc1ccc(F)cc1S(=O)(=O)N1CCN(C)C(c2ccccc2)C1 (stereo not given) | 0 | -7
Cc1ccc(NC(=O)C2(C)Oc3cccnc3NC2=O)c(C)c1 (stereo not given) | -7 | 0
CC(=O)c1ccc(NS(=O)(=O)c2cccc3cccnc23)cc1 | 0 | 3
O=C(Nc1ccccc1N1CCOCC1)NC1CCN(C(=O)OCc2ccccc2)CC1 | -20 | .
Cc1cc2c(c(=O)o1)C(c1cc(Br)ccc1F)C(C#N)=C(N)O2 (stereo not given) | -12 | -4
C=CCSc1nnc(-c2ccccc2)n1-c1ccccc1 | -7 | -4
CCN(CC)CCN1C(=O)C(=O)c2cc(C)ccc21 | -3 | 9
CCOC(=O)c1cnc(=S)[nH]c1C(F)(F)F | -12 | .
COc1ccc(C2=C/C(=C/c3cccc(OC)c3OC)C(=O)O2)cc1 | 4 | -8
O=C1OC(/C=C/c2cccc([N+](=O)[O-])c2)=NC/1=C/c1cccc([N+](=O)[O-])c1 | -6 | 5
O=C(Nc1nc2ccccc2s1)c1cccc(Cl)c1Cl | -2&2 | 1&-4
c1cnc2nc(-c3ccsc3)c(NC3CCCC3)n2c1 | 2 | 4
COc1ccc(OC)c(NC(=O)c2ccccc2F)c1 | -3 | -12
O=C(NC1CCCCC1)C1c2ccccc2C(=O)N1Cc1ccccc1Cl (stereo not given) | -2 | -6
O=C(NCC1(O)CCCC1)C1CCCCC1 | 0 | -2
CC(C)c1nccn1CC1CCN(C(=O)Cn2c(=O)oc3ccccc32)CC1 | -2 | -12
Cc1ccc(C(=O)N2CCC(c3noc(N)c3C)CC2)cc1C | -4 | -7
More structures
SMILES | Pf apPOL block | mHTT CaM bind
Cc1ccccc1CN1CCN(c2ccccn2)CC1 | -2 | -4
O=C1c2ccccc2C(O)(Cc2ccccc2)N1Cc1ccco1 (stereo not given) | -2 | -1
O=C(NC1CCCCC1)C1CC1(c1ccccc1)c1ccccc1 (stereo not given) | -1 | -2
CC(=O)n1nc(C)c2c(-c3ccccc3)c3cc(Br)ccc3nc21 | 4 | 1
O=C(CC1SC(=Nc2ccccc2)N(c2ccccc2)C1=O)Nc1cccc(C(=O)O)c1 (stereo not given) | -2 | 2
O=C(Nc1cccc(NC(=O)c2cccnc2Cl)c1)c1ccccc1Cl | -2 | -1
Cc1cc(C)n2nc(SCC(=O)NCCC3=CCCCC3)nc2n1 | -9 | 0
O=C(NCCc1ccccc1)C(=O)Nc1ccc([N+](=O)[O-])cc1 | -6 | -3
CCCCS(=O)(=O)Nc1ccc(CC(N)=O)cc1 | 8 | 2
COc1ccc(NC(=O)c2cccc(Oc3ccc(C(F)(F)F)cc3[N+](=O)[O-])c2)cc1 | -2 | 6
Cc1cc(NC(=O)c2ccc3c(c2)C(=O)N(C2CCCCC2)C3=O)no1 | -2 | 3
O=C(C1CCCO1)N1CCC(OCc2nc(C3CC3)no2)CC1 (stereo not given) | -7 | -2
O=C(O)CSCC(=O)Nc1ccc(Cl)cn1 | -5 | .
COc1ccc(NC(=O)CSc2cccc3cccnc23)c([N+](=O)[O-])c1 | -13 | 28
O=C(Nc1ccc2oc(-c3ccncc3)nc2c1)c1ccccc1Cl | 2 | 6
CC(=O)OC1C2c3c(ccc4c3OC(c3ccccc3)CC4=O)OC2OC1(C)C (stereo not given) | -212 | .
O=C(NC1CCCC1)c1ccc(-c2cccc(F)c2)nc1 | 1 | -10
COc1ccc(S(=O)(=O)Oc2ccc3c(c2)OC(=Cc2ccc4c(c2)OCO4)C3=O)cc1 | -2 | -34
Cc1ccc(CNC(=O)CCC2CCCN(C(=O)Nc3cccc(C)c3)C2)cc1 (stereo not given) | -3 | -4
CC(C)=C1C2C=CC1C1C(=O)N(c3ccccc3C)C(=O)C21 (stereo not given) | -3 | 2
CNC(=O)N1CCc2[nH]nc(-c3ccc(C)cc3)c2C1 | 4 | 0
N#CC(C#N)=Cc1ccc(OCc2ccsc2C#N)cc1 | 0 | .
CCNC(=O)C(C)NC(=O)C1CC(c2ccc(Cl)cc2)=NO1 (stereo not given) | 3 | -1
O=C(NCc1ccccc1)c1ccc(-c2cncnc2)nc1 | -1 | -5
CCCNC(=O)C1(S(=O)(=O)c2ccc(Cl)cc2)CC1 | 1 | 2
The list continues:
SMILES | Pf apPOL block | mHTT CaM bind
Cc1nc(CC(=O)Nc2cc(F)cc(F)c2)cs1 | -3 | 1
O=C(NCC(F)(F)F)C1CCN(C(=O)NCc2ccccc2)CC1 | 0 | -7
Cn1c(=O)c([N+](=O)[O-])c(N2CCCCCC2)c2ccccc21 | 1 | 20
CC(=O)Nc1cc(C(=O)NCc2ccc(F)cc2)ccc1S(=O)(=O)c1ccc(Cl)cc1 | 40 | 10
CN1c2ccc(F)cc2C(=O)NC12CCN(C(=O)c1cccc(F)c1)CC2 | -1 | -2
Cn1nc(-c2nc(C3CC3)no2)c2c1CCN(S(=O)(=O)c1cccc(Cl)c1)C2 | 1 | 18
COc1ccc(N2C(N)=C(C#N)C(c3ccsc3)C3=C2CC(C)(C)CC3=O)cc1 (stereo not given) | 36 | 10
O=C(C1CC1)N1CCN(c2nc(CN3CCOCC3)cs2)CC1 | 1 | -2
O=C(CSc1nc(-c2ccccc2)cc(=O)[nH]1)N1CCOCC1 | -3&-3 | .
O=C(Cn1cnc2c(-c3ccccc3)csc2c1=O)NC1CCCC1 | 0 | -13
CC(NC(=O)c1cc2c(=O)n3ccccc3nc2n(CC2CCCO2)c1=N)c1ccccc1 (stereo not given) | -6 | -2
COCC1Cc2cc(OC)c3c(c2C(c2ccc(OC)c(OC)c2)C1COC)OCO3 (stereo not given) | -6 | .
CC(C)(C)C(=O)CSc1nc(N)c(C(=O)C(C)(C)C)s1 | -6 | .
COc1ccc(C2=NN(CCC(=O)NC(C)c3ccccc3)C(=O)CC2)cc1 (stereo not given) | -21 | 12
O=C(CN1CCN(CC(=O)c2ccc(O)c(O)c2)CC1)Nc1ccccc1Cl | 1 | -5
COCc1nnc(NC(=O)c2ccc(S(=O)(=O)N(C)C)cc2)o1 | -50 | 12
COc1cccc(/C=C2/NC(=O)N(Cc3ccc(Br)cc3)C2=O)c1OC(C)C | -3 | -5
COc1ccc(C)cc1Nc1nc(C)nc2c1CCC2 | -12 | 0
COc1ccccc1-c1nc(SCC(=O)Nc2cccc(C(F)(F)F)c2)n[nH]1 | -4 | 30
COc1cccc(NC(=O)CN2C(=O)NC3(CCC(C)CC3)C2=O)c1 (stereo not given) | 0 | 0
Cc1nnc(SCC(=O)Nc2ccccc2[N+](=O)[O-])[nH]c1=O | 2&7 | -4&-5
FC(F)(F)c1cc(-c2ccc(Cl)cc2)nc2cc(-c3ccc(Cl)cc3)nn12 | -5 | .
CC(=O)c1c(C)oc2c1c1c(c3ccccc32)OCN(C2CCCCC2)C1 | 1 | 6
COc1ccc(S(=O)(=O)NCc2ccc(F)cc2)cc1OC | 68* | -1
COc1ccc(-c2cc(C(=O)Nc3cc(C)on3)c3ccccc3n2)cc1 | -6 | 7

Entries of single compounds as entered above.
CC(=O)c1c(C)oc2c1c1c(c3ccccc32)OCN(C2CCCCC2)C1 across the screens: Pf apPOL block: 1; mHTT CaM bind: 6
Cc1nnc(SCC(=O)Nc2ccccc2[N+](=O)[O-])[nH]c1=O across the screens: Pf apPOL block: 2&7; mHTT CaM bind: -4&-5

Other structures follow:
SMILES | Pf apPOL block | mHTT CaM bind
O=C(NCc1cccnc1)C(=O)Nc1cccc(C(F)(F)F)c1 | -1 | 1
Cc1cccc(NC(=O)CN2C(=O)c3ccccc3C2=O)c1C | 8 | 1
Cc1ccc(CNC(=O)c2ccc3c(c2)NC(=O)C(N2CCOCC2)S3)cc1 (stereo not given) | -11 | 2
CC(=O)COc1ccc2c(c1)OC(=Cc1ccc(C)o1)C2=O | 8 | 9
O=C1CS(=O)(=O)CC(=O)N1c1ccc(F)cc1F | 4 | .
O=C(c1cccc2[nH]ccc12)N1CCC(c2noc(-c3ccccc3)n2)CC1 | -6 | 15
Fc1cccc(Cl)c1CN1CCOCC1 | -4&-7 | 0
CC1(C)CC2CC(C)(CN2c2nc(-c3ccc([N+](=O)[O-])cc3)nc3ccccc23)C1 (stereo not given) | -7 | -2
COc1ccc2nc(NCCn3cccn3)sc2c1 | -3 | -2
COc1ccc(CNc2cc(-c3ccccc3)ccc2OC)cc1O | -5 | 76*
COc1ccc(Cl)cc1NC(=O)c1c(NCc2cccnc2)sc2c1CCCC2 | -18 | 79*
COc1cccc(C2=N/C(=C\c3ccc(C)cc3)C(=O)O2)c1 | 2 | 5

Sorted by molecular weight (low to high): some entries from above
SMILES | Pf apPOL block | mHTT CaM bind
CN1c2ccc(F)cc2C(=O)NC12CCN(C(=O)c1cccc(F)c1)CC2 | -1 | -2
O=C(c1cccc2[nH]ccc12)N1CCC(c2noc(-c3ccccc3)n2)CC1 | -6 | 15
Cn1nc(-c2nc(C3CC3)no2)c2c1CCN(S(=O)(=O)c1cccc(Cl)c1)C2 | 1 | 18
